# Screens: PubChem, National Center for Advancing Translational Sciences (NCATS)
# FLuc counter: counter-screen for miR-21 project: firefly luciferase inhibitors or activators. P08659. purified FLuc, Km substrates, luminescence inhibition. 360,000 compounds, 6.9% hits. AID 588342. Potency, µM (doses to about 57.5 µM), inactives show top-dose activity change, negative = inhibition, most hits filed as inhibitors; active = well fitted inhibition curve with a large enough effect; inconclusive = small, poorly fitted or top-dose-only effect;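 also: plate controls were vehicle for no effect and reference inhibitor for full effect; nearly all actives have a fitted effect of over 55% in size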
# Target sequence (P08659 whole entry, looked up): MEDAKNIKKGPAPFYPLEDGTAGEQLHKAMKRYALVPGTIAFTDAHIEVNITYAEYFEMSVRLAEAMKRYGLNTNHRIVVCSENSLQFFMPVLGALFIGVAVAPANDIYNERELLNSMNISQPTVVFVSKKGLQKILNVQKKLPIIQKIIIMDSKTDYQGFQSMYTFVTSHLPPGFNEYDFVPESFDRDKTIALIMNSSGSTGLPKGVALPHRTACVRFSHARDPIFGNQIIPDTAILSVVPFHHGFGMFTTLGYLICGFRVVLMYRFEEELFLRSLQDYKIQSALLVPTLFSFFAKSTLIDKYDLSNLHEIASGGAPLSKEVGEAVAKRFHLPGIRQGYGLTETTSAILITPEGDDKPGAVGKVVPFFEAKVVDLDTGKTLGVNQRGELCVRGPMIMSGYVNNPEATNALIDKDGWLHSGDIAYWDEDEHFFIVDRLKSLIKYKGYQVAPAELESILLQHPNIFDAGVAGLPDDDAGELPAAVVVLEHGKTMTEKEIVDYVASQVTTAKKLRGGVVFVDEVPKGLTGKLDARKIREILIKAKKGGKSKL
#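 Biochemical qHTS of compounds, final roughly 60 µM downward over six points, against 10 nM purified firefly luciferase using Km concentrations of substrates (10 uM D-luciferin, 10 uM ATP) in Tris acetate pH 7.5 buffer; luminescence output.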
# Starred values were filed as active, the others as inactive; ? = inconclusive. Potency is read from the fitted curve at half-maximal effect.
Structure | FLuc counter
CCOc1ccccc1NC(=O)c1nn(-c2ccc(C)cc2)c(=O)n(C)c1=O | -2%
Cc1ccc(CN2CCCn3nc(C(=O)NCCc4ccc(Cl)cc4)cc3C2=O)cc1 | 1%
COc1ccc(NC(=O)c2nc(S(=O)(=O)Cc3ccc(C)cc3)ncc2Cl)cc1 | -9%
CCc1ccc(NC(=O)CSc2nc3n[nH]c(C)c3c(=N)n2-c2ccccc2C)cc1 | -1%
Cc1ccc(C)c(N2CCN(c3cc(C)nc4c(-c5ccc(Cl)cc5)c(C)nn34)CC2)c1 | 0%
COc1cccc2cc(-c3nc(-c4cccs4)no3)c(=O)oc12 | 0.076µM*
COC(=O)CNC(c1ccccc1)c1cc(Br)ccc1NC(=O)c1cc(OC)c(OC)c(OC)c1 (centres undefined) | -2%
O=C(CSc1nc2ccccc2n1CC(=O)Nc1ccc(F)cc1F)Nc1ccc(F)cc1 | 0%

# The closing 4 entries of the part above are carried over, then new ones follow.
Structure | FLuc counter
Cc1ccc(C)c(N2CCN(c3cc(C)nc4c(-c5ccc(Cl)cc5)c(C)nn34)CC2)c1 | 0%
COc1cccc2cc(-c3nc(-c4cccs4)no3)c(=O)oc12 | 0.076µM*
COC(=O)CNC(c1ccccc1)c1cc(Br)ccc1NC(=O)c1cc(OC)c(OC)c(OC)c1 (centres undefined) | -2%
O=C(CSc1nc2ccccc2n1CC(=O)Nc1ccc(F)cc1F)Nc1ccc(F)cc1 | 0%
Cc1ccc(NC(=O)c2ccc3[nH]c(C)cc(=O)c3c2)cc1 | -7%
Clc1ccc(CN2CCc3nc(N4CCN(c5ccccn5)CC4)ncc3C2)cc1 | -1%
N#Cc1c(-n2ncnc2-c2ccc(F)cc2)sc2c1CCCCC2 | 0.43µM*
COc1ccccc1CNC(=O)c1ccc(Cn2c(SCc3ccccc3)nc3cccnc32)cc1 | 4.8µM*
COc1ccc(Cc2nc3c4cnn(-c5cccc(F)c5)c4ncn3n2)cc1 | 0%
CCOC(=O)c1c(C)[nH]c(CCC(=O)NCc2cc(OC)c(OC)c(OC)c2)c1C | -3%
COc1ccc2nc(NC(=O)c3nc(S(=O)(=O)Cc4cccc(C)c4)ncc3Cl)sc2c1 | -15%
CCOC(=O)C(C)NC(=O)C1CCN(c2ncnc3c2nc2n3CCCCC2)CC1 (centres undefined) | 1%

# Next results follow:
Structure | FLuc counter
COc1cc(OC)c(NC(=O)N2CCN3CCCCC3C2)cc1Cl (centres undefined) | -2%
O=C(CCc1ccccc1)NCc1ccc2c(c1)CCN2C(=O)c1ccccc1 | -14%
CCn1c2ccccc2c2cc(CN3CCN(Cc4ccccc4Cl)CC3)ccc21 | -1%
COCCCNC(=O)c1ccc(C)c(-n2c(C)nc3cccnc32)c1 | -1%
COc1ccc(-c2cn3c(n2)sc2cc(C(=O)Nc4ccc(F)cc4Cl)ccc23)cc1 | 19µM*
CCN(c1ccccc1C)S(=O)(=O)c1nnc(NC(=O)c2ccccc2C)s1 | ?
CCOc1ccccc1NC(=O)Nc1cc2c(cc1N1CCCCC1)n(CC)c(=O)n2CC | -2%
Cc1ccc(OCC(=O)Nc2ccc(C(=O)OCc3cc(=O)n4ccsc4n3)cc2)cc1C | -11%

# Later entries.
Structure | FLuc counter
CCOc1ccccc1CNc1nc2nc(C)c(CC(=O)OC)c(=O)n2[nH]1 | -18%
COc1cccc(NC(=O)c2ccc(CNS(=O)(=O)c3ccc4c(c3)C(C)(C)C(=O)N4C)cc2)c1 | -4%
Cc1ccc2nc(COc3ccccc3NC(=O)C(C)(C)C)cc(=O)n2c1 | 0%
CCN(CC)S(=O)(=O)c1nnc(NC(=O)COc2ccc(C)cc2)s1 | ?
CCC(=O)N1CCc2cc(CNC(=O)c3cccc(N(C)C)c3)ccc21 | -14%
Cc1cc(C)cc(N2C(=O)CC(c3ccc(C(F)(F)F)cc3)C3=C2COC3=O)c1 (centres undefined) | -7%
COc1ccc(OCC(=O)Nc2cccc(C(=O)OCc3cc(=O)n4nc(C)sc4n3)c2)cc1 | ?
COc1ccc(CNC(=O)c2cnc3sc(N4CCCC4)nn3c2=O)cc1OC | -7%

# 3 entries drawn at random from the list so far, as already listed:
Structure | FLuc counter
COc1ccc(OCC(=O)Nc2cccc(C(=O)OCc3cc(=O)n4nc(C)sc4n3)c2)cc1 | ?
Cc1cc(C)cc(N2C(=O)CC(c3ccc(C(F)(F)F)cc3)C3=C2COC3=O)c1 (centres undefined) | -7%
CCN(CC)S(=O)(=O)c1nnc(NC(=O)COc2ccc(C)cc2)s1 | ?

# Following part.
Structure | FLuc counter
CCOC(=O)C1CCCN(C(=O)c2ccc3c(c2)N(Cc2cccc(Cl)c2)C(=O)c2ccccc2S3(=O)=O)C1 (centres undefined) | -1%
Cc1ccc(C)c(CN2CCCN(Cc3ccc(F)cc3)S2(=O)=O)c1 | 0%
CCOc1ccccc1NC(=O)c1nnn(CC(=O)Nc2ccc(OC)c(OC)c2)c1N | -11%
O=C(Nc1cccc(C(=O)OCc2cc(=O)n3nc(C4CC4)sc3n2)c1)c1cccc(F)c1 | -1%
Cc1c(C)n(Cc2ccccc2)c2ccc(C(=O)NCCc3ccccc3Cl)cc12 | -15%
Cc1ccccc1NC(=O)CSCn1nnc2c(=O)[nH]c(Cc3ccc(F)cc3)nc21 | -10%
CCN(C(=O)c1cc2c(s1)-c1ccccc1OC2)c1cc(Cl)ccc1OC | 4%
CC(C)c1ccc(NC(=O)c2ccc3oc(=O)c(S(=O)(=O)c4ccc(F)cc4)cc3c2)cc1 | -20%

# (continued)
Structure | FLuc counter
Cc1ccc(CSCC(=O)N2CCN(c3cc(Cl)ccc3C)CC2)cc1 | -4%
COc1cc(OC)c(NC(=O)C(NS(=O)(=O)c2cccc3nsnc23)c2ccccc2)cc1Cl (centres undefined) | -14%
Cc1ccc(-c2nc(SCC(=O)N3CCc4ccccc43)c3c(=O)n(C)c(=O)n(C)c3n2)cc1 | 2%
CCCCCn1c(-c2ccc(OC)c(OC)c2)nc2ccccc21 | ?
CCOC(=O)c1[nH]c2ccccc2c1NC(=O)c1ccc(OC)c(OC)c1 | -7%
CCCNC(=O)c1cnn2c(C)c(Cc3c(C)cc(C)cc3C)c(C)nc12 | -10%
CCOC(=O)c1ccc(NC(=O)CC2C(=O)N(c3ccc(F)cc3)C(=O)N2Cc2cccnc2)cc1 (centres undefined) | -19%
O=C(NCCc1csc(-c2ccc(F)cc2)n1)c1cccc(F)c1 | ?

# More results.
Structure | FLuc counter
CCCCNC(=O)c1ccc2c(c1)NC(=O)C(CS(=O)(=O)Cc1ccc(C)cc1)N2 (centres undefined) | 1%
CCOC(=O)c1c(C)n(-c2ccccc2)c2ccc(OC(=O)c3c(F)cccc3F)cc12 | -8%
COc1cccc(CNC(=O)c2cc3cccc4c3n2CC(C)S4)c1OC (centres undefined) | -15%
CC(=O)c1ccc(Nc2ccc3cc(S(=O)(=O)N4CCCC4)ccc3n2)cc1 | -12%
Cc1ccccc1NC(=O)c1ccc(NC(=O)N2CCSc3ncccc32)cc1 | 0%
COc1ccc(N2CCN(C(=O)c3cnn(-c4ccc(OC)cc4)c3C3CCN(C(=O)OC(C)(C)C)CC3)CC2)cc1 | -2%
Cc1cccc(CS(=O)(=O)CC2Nc3ccc(C(=O)NCc4ccccc4)cc3NC2=O)c1 (centres undefined) | -1%
CCOc1ccccc1-n1nnc(-c2nsc(NC(=O)c3ccc(C)cc3)n2)c1C | -1%

# (next part)
Structure | FLuc counter
COc1ccc(-c2nc(SCC(=O)NCC3CCCO3)c(-c3ccc(C)cc3)[nH]2)cc1OC (centres undefined) | -5%
Cc1ccc(C(C)C)c(OCC(=O)N2CCC(c3nc4ccccc4o3)CC2)c1 | -3%
COc1ccc(NC(=O)CSc2nc3ccccc3n2CC(=O)N(C)c2ccc(F)cc2)cc1 | -9%
Cc1ccc(NC(=O)CSc2ncc3c(n2)-c2ccccc2N(Cc2cccc(F)c2)S3(=O)=O)cc1F | -4%
COc1ccc(C)cc1NC(=O)C1CCN(S(=O)(=O)Cc2ccccc2)CC1 | -1%
Cc1nn(CC(=O)NCc2ccc(Cl)cc2)c(=O)c2cc3sccc3n12 | -7%
Cc1ccccc1CSc1nnc2[nH]c(=O)cc(-c3ccccc3)n12 | ?
CCCN1C(=O)c2[nH]nc(-c3ccc(OC)cc3)c2C1c1ccccn1 (centres undefined) | -3%

# Continued:
Structure | FLuc counter
Cc1ccc2c(c1)C(c1ccccc1)N(C(=O)c1ccc(S(=O)(=O)N3CCCCC3)cc1)CC(=O)N2 (centres undefined) | 4%
COc1cccc(NC(=O)c2oc3ccccc3c2NC(=O)c2ccc(F)c(F)c2)c1 | 4%
O=C(Cn1ncc2c(Cl)cccc21)NCc1cccc(Br)c1 | 4.8µM*
Cc1ccc2onc(CNC(=O)N3CCN(c4cc(Cl)ccc4C)CC3)c2c1 | -12%
CCOC(=O)c1c(S(=O)(=O)N2CCC(C(=O)NCc3ccccc3OC)CC2)c(C)n(C)c1C | 3%
CCCCC(=O)NC1(C(F)(F)F)C(=O)Nc2c1c(=O)[nH]c(=O)n2-c1ccc(F)cc1 (centres undefined) | -1%
Cc1ccc(C(=O)Nc2ccc3oc(-c4cc(Br)ccc4Cl)nc3c2)cc1 | 0%
COC(=O)C1CCN(S(=O)(=O)c2cc3c4c(c2)CC(=O)N4CCC3)CC1 | -6%

# (listing goes on)
Structure | FLuc counter
Cc1cccc(-c2nc(CN3CCCC(C(=O)NCc4ccc(Cl)cc4)C3)c(C)o2)c1 (centres undefined) | ?
CCCCc1nn2c(=O)cc(COC(=O)c3ccc(NC(=O)C4CCCCC4)cc3)nc2s1 | -2%
O=C(CSc1nc2c(c(=O)[nH]1)CN(Cc1ccc(F)cc1)CC2)Nc1cccc(C(F)(F)F)c1 | 1%
Cc1cccc(C)c1OC(=O)CSc1nnc(-c2ccc3c(c2)OCO3)o1 | 2%
Cc1ccc(NC(=O)Cn2c(=O)n(Cc3ccc4c(c3)OCO4)c(=O)c3oc4ccccc4c32)cc1C | -7%
COC(=O)c1sc2cccc(F)c2c1S(=O)(=O)NCc1ccc(Cl)cc1 | 2%
Cc1ccc(-c2nc3c(cnn3-c3ccccc3)c(=O)n2-c2ccc(Cl)cc2)cc1 | -6%
O=S1(=O)c2ccccc2N(Cc2ccccc2Cl)c2ccccc21 | ?

# Next results follow:
Structure | FLuc counter
COc1cc(/C=C/c2nc(C#N)c(NC(C)c3ccccc3)o2)cc(OC)c1OC (centres undefined) | 0%
Cc1ccc([N+](=O)[O-])c(Oc2ncnc3c2oc2ccccc23)c1 | ?
Cc1nc(-c2ccc(F)cc2)sc1CCNC(=O)c1ccc(OC(C)C)cc1 | ?
Cc1ccc(OCc2nc(-c3ccc(C(=O)N4CCN(c5cccc(C(F)(F)F)c5)CC4)cc3)oc2C)cc1 | -3%
O=C(Nc1ccc2nc(SCC(=O)N3CCCc4ccccc43)sc2c1)c1ccc(F)cc1 | ?
CCCOc1ccc(C(=O)Nc2cc3c(cc2N2CCCCC2)n(C)c(=O)n3C)cc1 | 0%
Cc1c(Cl)cccc1-c1ccc(CNc2ccc3[nH]c(=O)[nH]c3c2)o1 | -10%
COc1ccc(CN2C(=O)N(c3ccc(C)cc3)C(=O)C2CC(=O)Nc2ccccc2)cc1OC (centres undefined) | -1%

# (further entries)
Structure | FLuc counter
O=C(c1ccc(F)cc1)n1nc(-c2cccnc2)nc1NCc1ccccc1 | -3%
Cc1cc(O)c(C(c2cccc(F)c2)N2CCC(C)CC2)c(=O)n1Cc1ccco1 (centres undefined) | ?
CCOC(=O)Cc1ccc(NC(=O)N(C(C)C)C2CCN(C(C)=O)CC2)cc1 | ?
O=C(NC1CCCCCC1)C1c2ccccc2C(=O)N1Cc1ccc(F)cc1 (centres undefined) | 5%
CCN(CC)CCCNC(=O)C1CCN(S(C)(=O)=O)CC1 | 0%
O=C(NCc1ccc2c(c1)CCN2C(=O)c1ccc(F)cc1)c1ccc(Br)o1 | ?
Cc1nc(SC(C)C(=O)Nc2ccccc2C)cc(-c2ccccc2)n1 (centres undefined) | -8%
COc1ccc(OC)c(CCNC(=O)CCCn2c(=O)c3cccn3c3ccc(F)cc32)c1 | 4%

# Next records.
Structure | FLuc counter
Cc1ccc(OCC(=O)Nc2nnc(S(=O)(=O)N3CCc4ccccc43)s2)cc1 | 5%
O=C(NCc1cccc(Cl)c1)c1cnc(N2CCCCC2)c2ccccc12 | -5%
Cc1cccc(OCC(=O)N(Cc2ccc(C(C)(C)C)cc2)Cc2ccco2)c1 | 3%
O=C(c1cccc(Cl)c1)n1nc(-c2ccco2)nc1NCc1cccs1 | -1%
Cc1ccccc1CN1C(=O)c2ccccc2Sc2ccc(C(=O)NCc3cccs3)cc21 | 3%
O=C(O)c1ccc(C2Nc3ccccc3-c3nnc(SCc4ccc(Cl)cc4)nc3O2)cc1 (centres undefined) | ?
CCC(=O)N1CCc2cc(CNC(=O)Cc3ccc(F)cc3)ccc21 | 1%
COc1ccccc1CNC(=O)C1CCN(c2nc3ccc(Cl)cc3[nH]2)CC1 | -17%

# The listing continues:
Structure | FLuc counter
CCOc1ccc(NC(=O)CSc2oc(-c3ccccc3)nc2S(=O)(=O)c2ccc(Cl)cc2)cc1 | 3%
COc1ccc(N2CCN(c3ncnc4c3cnn4-c3ccc(F)cc3)CC2)cc1 | 1%
Cc1ccc(C)c(CSc2ccc3nnc(CCNS(=O)(=O)c4ccccc4)n3n2)c1 | -1%
COc1ccccc1CNC(=O)C1CCN(Cc2cc3ccccc3n2Cc2cccc(C)c2)CC1 | -4%
CCN(CC)CCNC(=O)CSc1nc2nc(C)c(Cc3ccccc3)c(C)n2n1 | -1%
Cc1ccc(Nc2nc3nonc3nc2Nc2cccc(C(F)(F)F)c2)cc1Cl | -12%
COc1cccc(C(=O)Nc2nc(-c3ccc(Br)cc3)ns2)c1 | -13%
CCC(=O)N1CCc2cc(Br)cc(S(=O)(=O)CCC(=O)Nc3ccc(Cl)cc3)c21 | 4%
Cc1ccccc1C(=O)Nc1cc2c(cc1N1CCCCC1)n(C)c(=O)n2C | -1%

# Only part of the results is shown (hit frequency here may not be typical).
